Keap1-Nrf2 PPI: Keap1-Nrf2 protein-protein interaction inhibitors, primary screen, biochemical, fluorescence polarization, single point; Kelch-like ECH-associated protein 1 (Homo sapiens), Q14145; Keap1 Kelch-Nrf2 peptide fluorescence polarization, 1536-well; inhibition, % at 9.4 µM; 340,000 compounds, 0.15% hits; AID 504523, 2011; in the data active = inhibition above about 12%;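 also: human Keap1 Kelch domain with fluorescein labeled Nrf2 9mer peptide probe; 0% = neutral control wells and 100% = peptide positive control; higher means more block of Keap1 binding to Nrf2 peptide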
Target sequence (Q14145 whole entry, looked up, the tested form may be a part): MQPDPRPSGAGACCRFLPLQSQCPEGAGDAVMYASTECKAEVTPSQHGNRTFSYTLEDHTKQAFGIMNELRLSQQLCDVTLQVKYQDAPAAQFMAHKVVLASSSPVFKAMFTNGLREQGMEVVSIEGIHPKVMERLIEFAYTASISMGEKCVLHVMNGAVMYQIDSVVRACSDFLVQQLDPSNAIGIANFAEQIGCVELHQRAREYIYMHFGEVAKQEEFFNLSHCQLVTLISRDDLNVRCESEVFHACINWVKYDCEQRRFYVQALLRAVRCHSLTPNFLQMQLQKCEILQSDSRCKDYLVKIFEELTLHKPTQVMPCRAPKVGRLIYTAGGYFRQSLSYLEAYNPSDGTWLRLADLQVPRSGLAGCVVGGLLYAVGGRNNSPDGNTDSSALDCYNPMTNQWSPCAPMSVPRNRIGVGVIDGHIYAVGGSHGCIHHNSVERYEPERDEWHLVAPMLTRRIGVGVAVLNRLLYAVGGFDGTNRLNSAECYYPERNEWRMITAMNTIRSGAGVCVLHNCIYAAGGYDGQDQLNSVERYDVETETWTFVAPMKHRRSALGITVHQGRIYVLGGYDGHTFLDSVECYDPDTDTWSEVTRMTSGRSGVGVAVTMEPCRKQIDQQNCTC
NSD2 inh: NSD2 histone methyltransferase inhibitors, primary screen, biochemical, AlphaScreen, single concentration, set 2; Histone-lysine N-methyltransferase NSD2 (Homo sapiens), O96028; NSD2 peptide methylation, 120 min; inhibition, % at 12.5 µM; 310,000 compounds, 0.54% hits; in the data active = inhibition above about 50%
Mot1-301 SUMO: yeast Mot1-301 growth rescue at high temperature, primary screen, SUMOylation pathway inhibitor project, S. cerevisiae, ATP luminescence, 38.5C; S. cerevisiae Mot1-301 growth rescue; percent above DMSO median, 100 means doubled; growth rescue, % at 18.8 µM; 320,000 compounds, 1% hits; AID 2716, 2010;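 active = every valid replicate shows activation above 250% relative to neutral control wells; inactive = the rest, any valid replicate at or below 250%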;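 also: OY570 slx delta 5 strain wells were the positive control but not used for scaling; some compounds called inactive have numbers as strong as hits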
Cardiac RTF inh: cardiac RTF calcium sensitivity inhibitors, primary screen, biochemical, IANBD-TnC fluorescence, EC70 calcium. Troponin I, cardiac muscle (Homo sapiens) + Troponin T, cardiac muscle (Homo sapiens) + …. IANBD-labeled cardiac RTF, Ca2+ fluorescence. inhibition, % at 7.15 µM. 340,000 compounds, 0.12% hits;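 active = inhibition above the mean inhibition of all tested compounds plus 3 SD, cut at about 17% in these data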;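 also: assay run at fixed EC70 calcium of 1.6 mM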
Rtt109 Vps75: inhibitors of C. albicans Rtt109/Vps75 HAT, primary screen, biochemical, ThioGlo CoA-SH fluorescence, plate reader; 330,000 compounds, 0.16% hits; Histone acetyltransferase RTT109 (Candida albicans (strain SC5314 / ATCC MYA-2876)), …; AID 540336, 2011; purified Rtt109/Vps75, 4 h; inhibition, % at 34.9 µM;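 active = inhibition of at least 50% in every replicate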
cardiac RTF act: cardiac RTF calcium sensitivity activators, primary screen, biochemical, IANBD-TnC fluorescence, EC20 calcium; 340,000 compounds, 0.24% hits; activation, % at 7.2 µM; IANBD-labeled TnC RTF fluorescence at EC20 calcium; 0% EC20 calcium, 100% full calcium;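 active = activation above the mean over all tested compounds plus 3 SD, cut at about 30% in these data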;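 also: rise in fluorescence read as greater calcium sensitivity of cardiac thin filaments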
PfHsp90 set2: growth inhibition of PfHsp90-expressing yeast, primary screen, antimalarial PfHsp90 inhibitor project, S. cerevisiae, BacTiter-Glo luminescence, single point, set 2; inhibition, % at 9.4 µM; AID 504621, 2011; 310,000 compounds, 0.32% hits; BacTiter-Glo ATP, 48 h; yeast lacking PDR1 and PDR3 efflux regulators;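 active = every replicate shows inhibition above about 80%, whatever the replicate mean, limit read from the data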;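 also: 0% = DMSO neutral controls and 100% = 20 µM radicicol positive controls; yeast relying on Plasmodium falciparum Hsp90 in place of its own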
PvdQ inh: P. aeruginosa PvdQ acylase inhibitors, primary screen, biochemical, fluorescence, plate reader and imaging, single point. PvdQ acylase [Pseudomonas aeruginosa LESB58]. purified PvdQ acylase. inhibition, % at 10 µM. 340,000 compounds, 0.063% hits; in the data active = inhibition above about 30%, passing the limit was not always enough;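 also: 0% = vehicle neutral wells and 100% = reference inhibitor wells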
CDK5 p35 inh: inhibitors of human CDK5/p35 kinase, primary screen, biochemical, single concentration; inhibition, % at 10 µM; AID 488839, 2010; Recombinant CDK5/p35, ADP-Glo luminescence, 60 min; 330,000 compounds, 0.01% hits; Cyclin-dependent kinase 5 (Homo sapiens) + Cyclin-dependent kinase 5 activator 1 (Homo …;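 active = highest replicate inhibition of at least 50% and at least 75% of replicates reaching 50%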;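 also: plate controls were DMSO neutral control for no effect and GW8510 at 10 µM for full effect; many of its hits are not listed in these tables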
LANA DNA inh: inhibitors of KSHV C-LANA binding to DNA, primary screen, biochemical, fluorescence polarization, FAM-LBS DNA, MBP-C-LANA, single point | inhibition, % at 9 µM | AID 504423, 2011 | 340,000 compounds, 0.078% hits | Kaposi's sarcoma herpesvirus LANA C-terminal domain (residues 932-1162) DNA binding;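 active = highest replicate inhibition at or above 60% at 9 µM, even if other replicates fall short; inactive = all replicates below 60% inhibition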;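 also: 0% = neutral control wells and 100% = 4 µM acridine orange control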
dFosB activator: activators of delta FosB homodimer, primary screen, biochemical, fluorescence polarization, TAMRA-CDK5 oligo, single point; AID 493131, 2011; purified delta FosB; percent of positive-control signal above neutral wells; 340,000 compounds, 0.99% hits; activation, % at 25 µM;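 active = mean activation above about 17%, with every replicate also reaching it, limit read from the data, passing the limit was not always enough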;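 also: fluorescence polarization rise as delta FosB binds a TAMRA Cdk5 AP-1 oligo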
Target sequence (P13346 whole entry, looked up): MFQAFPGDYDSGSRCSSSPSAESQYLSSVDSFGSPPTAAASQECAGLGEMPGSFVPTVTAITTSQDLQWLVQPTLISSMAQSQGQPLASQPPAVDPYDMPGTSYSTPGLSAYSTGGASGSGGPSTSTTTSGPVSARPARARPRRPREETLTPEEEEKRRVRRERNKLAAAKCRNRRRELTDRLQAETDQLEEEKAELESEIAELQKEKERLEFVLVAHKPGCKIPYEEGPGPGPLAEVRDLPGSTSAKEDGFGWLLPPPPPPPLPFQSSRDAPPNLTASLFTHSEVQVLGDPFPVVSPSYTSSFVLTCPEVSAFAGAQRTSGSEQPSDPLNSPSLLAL
* marks the source's active call; other numbers are inactive results.

For Cc1onc(-c2ccccc2Cl)c1C(=O)Nc1c(C)n(C)n(-c2ccccc2)c1=O the results were Keap1-Nrf2 PPI -3, NSD2 inh 12, Mot1-301 SUMO 1, Cardiac RTF inh 6, Rtt109 Vps75 2, cardiac RTF act 7, PfHsp90 set2 -4, PvdQ inh -12, CDK5 p35 inh 1.5, LANA DNA inh -0.2 and dFosB activator 9.
`O=C1NC(NS(=O)(=O)c2ccc(Cl)cc2)(C(F)(F)F)C(=O)N1Cc1cccnc1` (configuration not stated) gave Keap1-Nrf2 PPI -4, NSD2 inh -2, Mot1-301 SUMO 16, Cardiac RTF inh -13, Rtt109 Vps75 -3, cardiac RTF act -8, PfHsp90 set2 -11, PvdQ inh 4, CDK5 p35 inh -0.8, LANA DNA inh -0.3 and dFosB activator -2.
Screening Cc1cc(N2CCCCC2)nc(N2CCOCC2)n1 returned Keap1-Nrf2 PPI -5, NSD2 inh -4, Mot1-301 SUMO 3, Cardiac RTF inh -5, Rtt109 Vps75 -11, cardiac RTF act -4, PvdQ inh 2, CDK5 p35 inh -1.2, LANA DNA inh 0.8 and dFosB activator 1.
`CCCn1c(CCC(=O)O)nc2cc(S(N)(=O)=O)ccc21` gave Keap1-Nrf2 PPI 2, NSD2 inh -1, Cardiac RTF inh -10, Rtt109 Vps75 4, cardiac RTF act -3, PfHsp90 set2 -5, PvdQ inh -3, CDK5 p35 inh -0.2, LANA DNA inh 0.1 and dFosB activator 3.
For Nc1nncn1C(=O)c1cc(Br)ccc1Cl the results were Keap1-Nrf2 PPI -2, NSD2 inh -2, Mot1-301 SUMO 83, Cardiac RTF inh 3, Rtt109 Vps75 2, cardiac RTF act 6, PvdQ inh -5, CDK5 p35 inh -5.0, LANA DNA inh -0.4 and dFosB activator -2.
CC(C)C(=O)Nc1cc2c(cc1C(=O)c1ccccc1)OCCO2 was read as Keap1-Nrf2 PPI -2, NSD2 inh 9, Mot1-301 SUMO -10, Cardiac RTF inh -11, Rtt109 Vps75 -1, cardiac RTF act 2, PfHsp90 set2 -20, PvdQ inh -12, CDK5 p35 inh -0.4, LANA DNA inh 1.2 and dFosB activator -5.
Screening COc1ccccc1CNC(=O)CS(=O)(=O)c1ccc(C)cc1 returned Keap1-Nrf2 PPI 5, NSD2 inh 2, Mot1-301 SUMO -16, Cardiac RTF inh -6, Rtt109 Vps75 -6, cardiac RTF act 2, PfHsp90 set2 17, PvdQ inh -3, CDK5 p35 inh -0.4, LANA DNA inh 0.9 and dFosB activator -1.
`CC(=O)Cc1nsc(NC(=O)c2ccc(Cl)cc2Cl)n1` gave Keap1-Nrf2 PPI -1, NSD2 inh -1, Mot1-301 SUMO 40, Cardiac RTF inh 5, Rtt109 Vps75 5, cardiac RTF act 0, PfHsp90 set2 7, PvdQ inh 10, CDK5 p35 inh -0.7, LANA DNA inh -0.8 and dFosB activator -1.
For COc1ccc(C2=CCCC2)c(OC)c1 the results were Keap1-Nrf2 PPI 0, NSD2 inh -2, Cardiac RTF inh 8, Rtt109 Vps75 -3, cardiac RTF act -5, PfHsp90 set2 -15, PvdQ inh -10, CDK5 p35 inh -1.0, LANA DNA inh -2.0 and dFosB activator 4.
Cc1cc(C)n(CC(=O)O)n1 was read as Keap1-Nrf2 PPI 0, NSD2 inh -6, Mot1-301 SUMO 0, Cardiac RTF inh -2, Rtt109 Vps75 -5, cardiac RTF act 2, PfHsp90 set2 -5, PvdQ inh 0, CDK5 p35 inh 0.3, LANA DNA inh -0.4 and dFosB activator 3.
`CNC(=O)NC(=O)COC(=O)c1ccccc1OCc1ccccc1` gave Keap1-Nrf2 PPI 4, Cardiac RTF inh 4, Rtt109 Vps75 -24, cardiac RTF act -5, PfHsp90 set2 -3, PvdQ inh -1, CDK5 p35 inh 1.9, LANA DNA inh 1.1 and dFosB activator -3.
Screening Cc1cccc(N2CCN(C(=O)CCCn3c(=O)c4cccn4c4cccnc43)CC2)c1C returned Keap1-Nrf2 PPI -6, NSD2 inh -1, Mot1-301 SUMO -13, Cardiac RTF inh 1, Rtt109 Vps75 3, cardiac RTF act -1, PfHsp90 set2 14, PvdQ inh -6, CDK5 p35 inh 0.5, LANA DNA inh 0.0 and dFosB activator -2.
`CC(C)CCN(C(=S)NC(=O)C1CCCCC1)c1c(N)n(Cc2ccccc2)c(=O)[nH]c1=O` gave Keap1-Nrf2 PPI 0, NSD2 inh 1, Mot1-301 SUMO 5, Cardiac RTF inh -11, Rtt109 Vps75 -3, cardiac RTF act 8, PfHsp90 set2 9, PvdQ inh -2, CDK5 p35 inh -2.3, LANA DNA inh 2.4 and dFosB activator -19.
Cc1cc(C)c(S(=O)(=O)c2ccccc2)c(OC(=O)c2ccc(Cl)cc2Cl)n1 was read as Keap1-Nrf2 PPI -5, Mot1-301 SUMO 6, Cardiac RTF inh -1, Rtt109 Vps75 -1, cardiac RTF act 3, PfHsp90 set2 19, PvdQ inh -8, CDK5 p35 inh -0.8, LANA DNA inh -0.8 and dFosB activator -4.
Screening Cc1cccc(NC(=O)c2ccc3c(c2)C(=O)N(Cc2cccnc2)C3=O)c1C returned Keap1-Nrf2 PPI -2, NSD2 inh 1, Mot1-301 SUMO -11, Cardiac RTF inh 0, Rtt109 Vps75 -1, cardiac RTF act 3, PfHsp90 set2 -16, PvdQ inh -9, CDK5 p35 inh -1.6, LANA DNA inh 1.1 and dFosB activator 0.
Cc1ccccc1CN1CCN(CC2CC2)CC1CCO (configuration not stated) was read as Keap1-Nrf2 PPI 3, NSD2 inh 3, Mot1-301 SUMO -5, Cardiac RTF inh 3, Rtt109 Vps75 2, cardiac RTF act 0, PfHsp90 set2 17, PvdQ inh 3, CDK5 p35 inh 0.1, LANA DNA inh 0.0 and dFosB activator 3.
For COc1ccccc1C(=O)NCC(=O)Nc1ccc2c(c1)OCO2 the results were Keap1-Nrf2 PPI -3, NSD2 inh 1, Cardiac RTF inh 12, Rtt109 Vps75 3, cardiac RTF act 4, PfHsp90 set2 -7, PvdQ inh -4, CDK5 p35 inh 1.0, LANA DNA inh -5.0 and dFosB activator -2.
Screening Cc1onc(-c2c(Cl)cccc2Cl)c1NC(=O)NN(C)c1ccc([N+](=O)[O-])cn1 returned Keap1-Nrf2 PPI 2, NSD2 inh 3, Mot1-301 SUMO 270, Cardiac RTF inh -4, Rtt109 Vps75 -10, cardiac RTF act 8, PfHsp90 set2 4, PvdQ inh 18, CDK5 p35 inh -0.1, LANA DNA inh -0.9 and dFosB activator 3.
`COc1ccc(-c2nc(CS(=O)CC(=O)N3CCOCC3)c(C)o2)cc1OC` (configuration not stated) gave Keap1-Nrf2 PPI -5, NSD2 inh 6, Mot1-301 SUMO 139, Cardiac RTF inh -7, Rtt109 Vps75 19, cardiac RTF act -7, PfHsp90 set2 7, PvdQ inh 6, CDK5 p35 inh -0.6, LANA DNA inh 0.4 and dFosB activator 2.
For O=C(Nc1cccnc1)c1cc(-c2cccc(Cl)c2)on1 the results were Keap1-Nrf2 PPI -1, NSD2 inh -7, Mot1-301 SUMO -15, Cardiac RTF inh -9, Rtt109 Vps75 -9, cardiac RTF act -1, PfHsp90 set2 -9, PvdQ inh -12, CDK5 p35 inh 0.4, LANA DNA inh 0.6 and dFosB activator 57*.
For COc1ccc(NC(=O)C(=O)N/N=C(\C)CC(=O)Nc2cc(C)ccn2)c(OC)c1 the results were Keap1-Nrf2 PPI 4, NSD2 inh -1, Mot1-301 SUMO 18, Cardiac RTF inh -2, Rtt109 Vps75 -5, cardiac RTF act -1, PfHsp90 set2 -14, PvdQ inh -4, CDK5 p35 inh -0.2, LANA DNA inh 1.9 and dFosB activator 1.
`C[C@H](CO)N1C[C@H](C)[C@@H](CN(C)C(=O)Nc2ccccc2)Oc2ccc(NC(=O)C3CC3)cc2C1=O` gave Keap1-Nrf2 PPI -1, Mot1-301 SUMO 11, Cardiac RTF inh 2, Rtt109 Vps75 3, cardiac RTF act -7, PfHsp90 set2 2, PvdQ inh -1, CDK5 p35 inh -2.3, LANA DNA inh 0.9 and dFosB activator 2.
`Cc1cc(C)c(C)c(S(=O)(=O)N2CCC(C(=O)NNC(=O)c3ccccc3O)CC2)c1C` gave Keap1-Nrf2 PPI -2, NSD2 inh 1, Mot1-301 SUMO 326, Cardiac RTF inh 4, Rtt109 Vps75 28, cardiac RTF act -8, PfHsp90 set2 -7, PvdQ inh 3, CDK5 p35 inh 1.5, LANA DNA inh 0.0 and dFosB activator -11.
Screening c1ccc(COc2ccc3nocc3c2)cc1 returned Keap1-Nrf2 PPI -4, Mot1-301 SUMO -14, Cardiac RTF inh -1, Rtt109 Vps75 4, cardiac RTF act 8, PfHsp90 set2 -8, PvdQ inh -3, CDK5 p35 inh 2.5, LANA DNA inh 2.8 and dFosB activator 3.

3 entries out of the list, sorted by count of non-hydrogen atoms, smallest number first:
Cc1ccccc1CN1CCN(CC2CC2)CC1CCO (configuration not stated) was read as Keap1-Nrf2 PPI 3, NSD2 inh 3, Mot1-301 SUMO -5, Cardiac RTF inh 3, Rtt109 Vps75 2, cardiac RTF act 0, PfHsp90 set2 17, PvdQ inh 3, CDK5 p35 inh 0.1, LANA DNA inh 0.0 and dFosB activator 3.
Cc1cc(C)c(S(=O)(=O)c2ccccc2)c(OC(=O)c2ccc(Cl)cc2Cl)n1 was read as Keap1-Nrf2 PPI -5, Mot1-301 SUMO 6, Cardiac RTF inh -1, Rtt109 Vps75 -1, cardiac RTF act 3, PfHsp90 set2 19, PvdQ inh -8, CDK5 p35 inh -0.8, LANA DNA inh -0.8 and dFosB activator -4.
`CC(C)CCN(C(=S)NC(=O)C1CCCCC1)c1c(N)n(Cc2ccccc2)c(=O)[nH]c1=O` gave Keap1-Nrf2 PPI 0, NSD2 inh 1, Mot1-301 SUMO 5, Cardiac RTF inh -11, Rtt109 Vps75 -3, cardiac RTF act 8, PfHsp90 set2 9, PvdQ inh -2, CDK5 p35 inh -2.3, LANA DNA inh 2.4 and dFosB activator -19.
